# ALOX15B inhib = inhibitors of human 15-lipoxygenase 2 (ALOX15B). O15296. purified 15hLO-2, xylenol orange hydroperoxide absorbance. Potency, µM (series often up to 57.1 µM), for the others: at the top dose activity change, negative = inhibition, hits mostly inhibitors. 110,000 compounds, 0.56% hits; further: potency means the concentration at half of the fitted maximal effect; nearly all actives have a fitted effect of over 60% in size; many of its hits are not listed in these tables
# Target sequence (O15296 whole entry, looked up): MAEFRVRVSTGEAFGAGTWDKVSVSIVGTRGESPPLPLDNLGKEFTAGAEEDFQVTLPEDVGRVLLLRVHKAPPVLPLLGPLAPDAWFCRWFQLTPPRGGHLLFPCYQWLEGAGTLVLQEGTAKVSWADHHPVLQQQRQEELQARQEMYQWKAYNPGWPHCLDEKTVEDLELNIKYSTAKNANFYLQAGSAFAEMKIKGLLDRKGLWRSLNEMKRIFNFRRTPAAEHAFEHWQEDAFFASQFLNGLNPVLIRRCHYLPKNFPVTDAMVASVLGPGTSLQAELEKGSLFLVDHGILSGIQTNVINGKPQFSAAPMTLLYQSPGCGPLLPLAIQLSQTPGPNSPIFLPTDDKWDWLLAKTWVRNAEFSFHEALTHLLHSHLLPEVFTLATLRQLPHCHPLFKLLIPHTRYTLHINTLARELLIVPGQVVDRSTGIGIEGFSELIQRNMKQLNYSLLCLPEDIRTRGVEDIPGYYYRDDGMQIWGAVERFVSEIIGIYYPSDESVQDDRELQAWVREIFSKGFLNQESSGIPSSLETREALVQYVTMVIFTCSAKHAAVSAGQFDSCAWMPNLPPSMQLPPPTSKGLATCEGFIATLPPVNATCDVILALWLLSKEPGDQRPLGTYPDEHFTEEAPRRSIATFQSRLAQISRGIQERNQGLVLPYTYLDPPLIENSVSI
#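 Screening format was qHTS against 50 nM purified 15hLO-2 in Hepes pH 7.5 with detergent. Activity follows hydroperoxide formation from 45 uM arachidonic acid, measured as 573:405 nm absorbance ratio of the ferric-xylenol orange complex.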
# PNC inhibitor = blocks assembly of the perinucleolar compartment; 140,000 compounds, 3.1% hits; PC3M PTB-GFP, PNC prevalence imaging, 16 h; stronger effect = lower value; activity change (PNC), negative = inhibition, % at 10 µM;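 active means readout at or below -70, meaning at least 70% loss of cells showing the perinucleolar compartment, a nuclear body marking cancer cells; inconclusive means readout between -30 and a set limit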;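 further: plate controls were DMSO wells for no effect and camptothecin positive control wells for full effect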
#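 Compounds are pinned in duplicate onto adhered PC3M cells stably expressing GFP-tagged PTB and incubated 16 h at 37 C. Cells are then fixed, nuclei stained with Hoechst, and PNC-positive cells counted.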
# IMPase cell inh = cell-permeable inhibitors of inositol monophosphatase (IMPase) | P97697 | CHO-M1 cells, IP1 accumulation, HTRF TR-FRET ratio | inhibition (IP1 accumulation), % at 46.1 µM | 120,000 tested, under 10 active; active means well fitted curve in the direction sought with a large enough effect in the signal ratio, not every such curve was filed as active; inconclusive means small, poorly fitted or top-dose-only effect, or a change in a side signal; inactive means no such curve, though single readings can be large or run the other way; the % refers to the signal ratio;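 further: cells stimulated with carbachol in lithium chloride buffer; plate controls were DMSO basal wells for no effect and reference inhibitor wells for full effect; higher means more IMPase inhibition seen as more IP1 and lower FRET ratio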
# Target sequence (P97697 whole entry, looked up): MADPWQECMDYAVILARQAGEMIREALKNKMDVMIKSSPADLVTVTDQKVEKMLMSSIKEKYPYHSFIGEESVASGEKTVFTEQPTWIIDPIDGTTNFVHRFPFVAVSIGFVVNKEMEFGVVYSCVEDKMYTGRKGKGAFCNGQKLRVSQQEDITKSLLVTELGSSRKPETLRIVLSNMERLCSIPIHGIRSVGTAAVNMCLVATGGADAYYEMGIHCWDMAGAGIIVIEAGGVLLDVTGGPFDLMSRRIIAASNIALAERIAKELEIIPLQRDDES
#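 Elevated IP1 in lysates lowers TR-FRET signal (665/620 ratio and 620 channel reported). Cells were CHO-M1, given carbachol (50 uM as added) plus 50mM LiCl, pH 7.4, 30 min, 37C; compounds titrated up to 46 uM; AC50 by Hill equation.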
# 12-hLO inh = 12-hLO (ALOX12) enzyme inhibition. purified 12-hLO, xylenol orange hydroperoxide absorbance. Potency, µM (highest dose often 57.1 µM), for inactives: top-dose activity change, negative = inhibition, most hits filed as inhibitors. P18054. 150,000 compounds, 0.12% hits; further: potency means the concentration at half of the fitted maximal effect; nearly all actives have a fitted effect of over 55% in size; many of its hits are not listed in these tables
#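 Hydroperoxide output read as Fe(III)-xylenol orange absorbance, 573-to-405 nm ratio, after 30 min reaction with 40 uM arachidonic acid. Enzyme: 150 nM purified human 12hLO, 15 min compound preincubation; 25 mM Hepes pH 7.0, room temperature.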
# * = called active by the depositor; u = inconclusive; x = not tested or not shown; [ ] = dose if it differs, or a comment. Unless noted, the call rests on the fitted dose curve; in most records, active means well fitted curve in the direction sought with a large enough effect; inconclusive means small, poorly fitted or top-dose-only effect, or another doubt; inactive means no such curve, though single readings can be large; an effect the other way counts as inactive or inconclusive. Unless noted, on the % scale 0 is the no-effect control and ±100 the full control effect. Not all compounds are listed (hit frequency here may not be typical).
SMILES,ALOX15B inhib,PNC inhibitor,IMPase cell inh,12-hLO inh
COC(=O)c1[nH]c2ccc(F)cc2c1NC(=O)CCN1CCN(Cc2ccc3c(c2)OCO3)CC1,30%,-12,19,2%
CC1(C)CCN(Cc2ccccc2)C1CC#N (stereo unspecified),-8%,-19,1,-4%
CC1CC(C)CN(C(=O)CSc2nc3ccsc3c(=O)n2Cc2ccccn2)C1 (stereo unspecified),-4%,29,14,-6%
O=C(COc1ccc(Cl)cc1)NNC(=O)C(=O)N1CCCCC1,-1%,5,8,1%
O=c1[nH]n(-c2ccc(Cl)cc2)c(=O)c(Cl)c1Cl,u,30,1,-24%
NNC(=O)c1cccc(COc2ccc(Br)cc2)c1,x,u,3,3%
COc1ccc(C(=O)N2CCC(=O)N(C(CO)Cc3ccccc3)CC2)cc1 (stereo unspecified),x,49,x,4%
CC(=O)OC1CCC2(C)C(=CC=C3C2CCC2(C)C3CCC2C(C)/C=C/C(C)C(C)C)C1(C)C (stereo unspecified),-6%,x,x,-2%
COC(=O)CNC(=O)CN1C(=O)N(c2ccccc2)C(N(O)C(=O)Nc2ccccc2)C1(C)C (stereo unspecified),14%,-28,10,-9%
CCOC(=O)C1=C(c2ccccc2)N=c2s/c(=C\c3cc(OC)c(OC)c(OC)c3)c(=O)n2C1c1cccs1 (stereo unspecified),-16%,13,6,3%
Cn1cc(S(=O)(=O)CC(=O)N2CCCc3ccccc32)c2ccccc21,2%,-22,9,2%
C=CCOc1ccc(C2NC(=O)NC(C)=C2C(=O)OC)cc1 (stereo unspecified),5%,-18,3,-8%
O=C1/C(=C/c2ccco2)Oc2c1ccc(O)c2CN1CCCCC1,x,48,x,-8%
Cc1cccc(C(=O)O)c1[N+](=O)[O-],-2%,x,x,-4%
Cc1cc(C)cc(-c2nnc(SCC(=O)N3CCN(C(=O)c4ccco4)CC3)o2)c1,-1%,u,-6,-5%

# One compound at a time, as listed above. Values in the order: ALOX15B inhib	PNC inhibitor	IMPase cell inh	12-hLO inh
# `CC(=O)OC1CCC2(C)C(=CC=C3C2CCC2(C)C3CCC2C(C)/C=C/C(C)C(C)C)C1(C)C` (stereo unspecified) is listed with -6%	x	x	-2%
# `CC1(C)CCN(Cc2ccccc2)C1CC#N` (stereo unspecified) is listed with -8%	-19	1	-4%

# (list continues)
SMILES,ALOX15B inhib,PNC inhibitor,IMPase cell inh,12-hLO inh
O=C(C(Cc1ccccc1)n1cccc1)N1CCN(Cc2ccccc2)CC1 (stereo unspecified),21%,13,8,3%
O=C1c2ccccc2C(=O)N1CCCCSc1nc2ccccc2o1,3%,0,-3,-3%
CCCNC(=O)NCCc1c(C)[nH]c2ccccc12,-4%,u,3,-6%
COc1ccc(-c2nn(-c3ccccc3)cc2/C=N/NC(=O)c2ccc(Br)o2)cc1,u,-29,14,10%
Cc1cc(C)n(C2CCCCC2OC(=O)c2ccccc2)n1 (stereo unspecified),5%,37,7,-2%
COc1cccc(NC2c3ccccc3C(=O)N2Cc2ccco2)c1 (stereo unspecified),-5%,u,4,-8%
CC(C)C(c1nnnn1C(C)(C)C)N1CCN(c2cccc(Cl)c2)CC1 (stereo unspecified),2%,1,3,1%
CCC(C)NC(=O)c1ccccc1NC(=O)c1ccc(CSc2ccccc2)cc1 (stereo unspecified),x,0,1,-3%
O=C1C(=C2SCCCS2)CC/C1=C\c1ccc(F)cc1,-10%,20,5,-6%
COC(=O)c1ccccc1NC(=O)C1CCCN(S(=O)(=O)c2ccc(F)cc2)C1 (stereo unspecified),0%,-89*,-6,8%
C/C(Cl)=C\Cn1c(Nc2cccc(C)c2)nc2c1c(=O)n(C)c(=O)n2C,-7%,u,-5,-8%
COc1ccccc1N1CCN(C2=NS(=O)(=O)c3ccccc32)CC1,0%,41,7,0%
CCOc1ccc(C2CC(c3ccccc3C)n3nc(N)nc3N2)cc1 (stereo unspecified),3%,-10,u,3%
O=C1C(Cl)=C(N2CCOCC2)C(=O)N1c1cccc(Cl)c1,15%,43,1,-24%
Cc1cc(CN2CCCCC2)c(O)c(CN2CCCCC2)c1,8%[11.4 µM],x,x,8%[11.4 µM]
CCC(C)n1[nH]c(=O)c2c(C)cc(C)nc21 (stereo unspecified),-2%,14,-4,2%
Nc1nc(-c2ccco2)nn1C(=O)CCc1ccccc1,3%,u,-15,-1%
Cc1c(-n2cc(C(=O)c3cc(Br)ccc3O)cc(C#N)c2=O)c(=O)n(-c2ccccc2)n1C,-13%,34,-1,-11%
O=C(NCCSCc1ccco1)Nc1ccc(Cl)cc1,-6%,12,-14,-6%
CCOC(=O)c1[nH]c(C)c(/C(O)=C2\C(=O)C(=O)N(CCCN3CCOCC3)C2c2cccnc2)c1C (stereo unspecified),-27%,99,-1,-6%
Cc1cc(C(=O)CN2C(=O)NC3(CCCc4ccccc43)C2=O)c(C)n1Cc1ccccc1 (stereo unspecified),-13%,16,5,-2%
O=C(CSc1nnnn1-c1ccc2c(c1)OCCO2)Nc1nc2c(s1)CCCC2,10%,1,0,-7%
CN1C(=O)C2(N=c3ccccc3=N2)c2ccccc21,-1%,19,-1,-6%
CCc1cccc2c(C(=O)CSc3nnc(-c4ccncc4)n3C)c[nH]c12,x,-2,x,-6%
CC(C)Nc1ccccc1,-9%,x,x,-2%
COC(=O)c1sc(NC(=O)c2ccc(Cn3cc(Cl)cn3)o2)c(C#N)c1C,u,6,1,-8%
O=C(COC(=O)CCCN1C(=O)c2cccc3cccc(c23)C1=O)Nc1cccc(C(F)(F)F)c1,x,-106*,x,0%
C=CCn1c(SCC(=O)Nc2ccccc2C)nc2sc(C)c(C)c2c1=O,x,15,6,3%
COc1ccc(-c2nc(-c3cccc([N+](=O)[O-])c3O)cc(=O)o2)cc1OC,x,33,0,-1%
CN(C)S(=O)(=O)c1ccc(C(=O)Nc2ccc(CN3CCCC3)cc2)cc1,13%,20,4,-1%

# 22 entries out of the list, ordered by length of the SMILES, highest first.
SMILES,ALOX15B inhib,PNC inhibitor,IMPase cell inh,12-hLO inh
CCOC(=O)c1[nH]c(C)c(/C(O)=C2\C(=O)C(=O)N(CCCN3CCOCC3)C2c2cccnc2)c1C (stereo unspecified),-27%,99,-1,-6%
Cc1c(-n2cc(C(=O)c3cc(Br)ccc3O)cc(C#N)c2=O)c(=O)n(-c2ccccc2)n1C,-13%,34,-1,-11%
O=C(COC(=O)CCCN1C(=O)c2cccc3cccc(c23)C1=O)Nc1cccc(C(F)(F)F)c1,x,-106*,x,0%
Cc1cc(C(=O)CN2C(=O)NC3(CCCc4ccccc43)C2=O)c(C)n1Cc1ccccc1 (stereo unspecified),-13%,16,5,-2%
COc1ccc(-c2nc(-c3cccc([N+](=O)[O-])c3O)cc(=O)o2)cc1OC,x,33,0,-1%
COC(=O)c1ccccc1NC(=O)C1CCCN(S(=O)(=O)c2ccc(F)cc2)C1 (stereo unspecified),0%,-89*,-6,8%
C/C(Cl)=C\Cn1c(Nc2cccc(C)c2)nc2c1c(=O)n(C)c(=O)n2C,-7%,u,-5,-8%
COC(=O)c1sc(NC(=O)c2ccc(Cn3cc(Cl)cn3)o2)c(C#N)c1C,u,6,1,-8%
CN(C)S(=O)(=O)c1ccc(C(=O)Nc2ccc(CN3CCCC3)cc2)cc1,13%,20,4,-1%
O=C(CSc1nnnn1-c1ccc2c(c1)OCCO2)Nc1nc2c(s1)CCCC2,10%,1,0,-7%
CCc1cccc2c(C(=O)CSc3nnc(-c4ccncc4)n3C)c[nH]c12,x,-2,x,-6%
CC(C)C(c1nnnn1C(C)(C)C)N1CCN(c2cccc(Cl)c2)CC1 (stereo unspecified),2%,1,3,1%
C=CCn1c(SCC(=O)Nc2ccccc2C)nc2sc(C)c(C)c2c1=O,x,15,6,3%
COc1ccccc1N1CCN(C2=NS(=O)(=O)c3ccccc32)CC1,0%,41,7,0%
CCOc1ccc(C2CC(c3ccccc3C)n3nc(N)nc3N2)cc1 (stereo unspecified),3%,-10,u,3%
COc1cccc(NC2c3ccccc3C(=O)N2Cc2ccco2)c1 (stereo unspecified),-5%,u,4,-8%
O=C1C(=C2SCCCS2)CC/C1=C\c1ccc(F)cc1,-10%,20,5,-6%
Cc1cc(CN2CCCCC2)c(O)c(CN2CCCCC2)c1,8%[11.4 µM],x,x,8%[11.4 µM]
Nc1nc(-c2ccco2)nn1C(=O)CCc1ccccc1,3%,u,-15,-1%
CCC(C)n1[nH]c(=O)c2c(C)cc(C)nc21 (stereo unspecified),-2%,14,-4,2%
O=C(NCCSCc1ccco1)Nc1ccc(Cl)cc1,-6%,12,-14,-6%
CC(C)Nc1ccccc1,-9%,x,x,-2%

# More entries follow:
SMILES,ALOX15B inhib,PNC inhibitor,IMPase cell inh,12-hLO inh
CCOC(=O)C(/C=C(\C#N)C(=O)OCC)=C(/N)N1CCN(c2ccc(OC)cc2)CC1,-10%,u,5,-11%
CC(=C1C(=O)c2ccccc2C1=O)N1CCC(C(N)=O)(N2CCCCC2)CC1,-4%,22,0,11%
CC(C)NC(=O)CC(=O)N/N=C/c1ccc(Br)cc1,-5%,15,1,-3%
CN1CCC(N(C)CC(=O)Nc2ccccc2N2CCOCC2)CC1,-10%,46,-7,-12%
Cc1c2c(nc3c(C(=O)NC4CCCC4)cnn13)CCCC2,-6%,52,-16,2%
CC(=O)Nc1cc(C(=O)O)ccc1S(=O)(=O)c1ccc(C)cc1,-6%,-8,-2,0%
CC1CN(S(=O)(=O)c2ccc(NC(=O)CCN3C(=O)c4ccccc4C3=O)cc2)CC(C)O1 (stereo unspecified),0%,4,-1,1%
CCC(=O)Nc1nnc(-c2ccco2)o1,-2%,5,0,0%
CCCSc1nc(C)c2cc(C)cc(C)c2n1,11%,-20,-6,-3%
COc1ccc2c(c1)CCc1c(C(=O)NCc3ccc(Cl)cc3)noc1-2,3%,12,14,-5%
O=C1CC2(CCCCC2)Oc2ccc(OCC(=O)N3CCOCC3)cc21,4%,22,1,-5%
CCOc1ccc(C2Nc3ccc4ccccc4c3-c3c2c(=O)oc2ccccc32)cc1 (stereo unspecified),-11%,21,-4,-10%
Nc1nc(N)nc(-c2ccccc2)n1,2%,-26,12,8%
COc1ccc(N2CCN(C(=O)C(C)(C)Oc3ccc(Cl)cc3)CC2)cc1,7%,u,9,1%
Cc1ccc(NC(=O)CC(C(=O)O)c2ccccc2)cc1 (stereo unspecified),x,20,x,-1%
Cc1ccc(OCCNC(=O)c2ccco2)cc1C,-5%,19,0,2%
O=C(NNC(=O)c1ccncc1)c1ccncc1,2%[11.4 µM],7,2,1%[11.4 µM]
CCS(=O)(=O)N1Cc2ccccc2CC1C(=O)OCC(=O)Nc1ccc(SC(F)F)cc1 (stereo unspecified),-1%,11,5,5%
CCCCNC(=O)c1ccc(CS(=O)(=O)c2cccc(C(F)(F)F)c2)o1,10%,30,2,-8%
CCC(C)NC(=O)C1CC(c2cccc(OC)c2)=NO1 (stereo unspecified),10%,-17,1,1%
COc1ccc(C2CC(C(F)(F)F)n3nc(C(=O)Nc4ccc5c(c4)OCO5)cc3N2)cc1 (stereo unspecified),1%,u,6,-6%
COC(=O)C1=C(C)OC(N)=C(C#N)C1C1CCCCC1 (stereo unspecified),-6%,75,0,-9%
Cn1c(COc2ccc(Cl)cc2)nc2ccccc2c1=O,-28%,1,4,-20%
COc1ccc(NC(=O)C2CCCN2C(=O)NC2CCCCC2)cc1OC (stereo unspecified),-2%,-10,2,-5%
O=[N+]([O-])c1ccc(-c2cn(-c3ccccc3)c(=S)[nH]2)cc1,x,-8,-1,-2%
CCc1c(C)[nH]n(-c2nc(-c3cccc([N+](=O)[O-])c3)cs2)c1=O,x,-15,x,-4%
O=C(N/N=C/C=C/c1ccco1)c1cccnc1,-14%,38,10,0%
O=C(Cc1ccccc1)Nc1ccccc1C(=O)Nc1ccccc1,x,-120*,x,-2%
COn1cnnc1-c1ccccc1,2%,-14,-8,2%
